Screening data: PubChem, several laboratories
EBNA-1 inh: blocks EBNA-1 binding to DNA; EBNA-1 DNA binding, fluorescence polarization; inhibition, % at 14.8 µM; 0.34% of 300,000 active; in the data active = inhibition above about 28%
ZTA DNA inh: counter-screen for EBNA-1 inhibitors: inhibitors of Epstein-Barr virus ZTA; ZTA-DNA binding, fluorescence polarization; inhibition, % at 11 µM; 0.15% of 320,000 active; P03206; AID 2234; in the data active = inhibition above about 33%
Target sequence (P03206 whole entry, looked up): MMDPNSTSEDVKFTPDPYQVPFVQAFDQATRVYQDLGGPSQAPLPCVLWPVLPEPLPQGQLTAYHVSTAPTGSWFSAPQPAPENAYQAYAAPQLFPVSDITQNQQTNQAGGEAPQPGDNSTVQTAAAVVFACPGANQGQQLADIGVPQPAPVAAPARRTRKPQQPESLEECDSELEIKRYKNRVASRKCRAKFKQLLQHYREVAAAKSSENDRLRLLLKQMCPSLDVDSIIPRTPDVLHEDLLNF
Fh CTSL1 inh: blocks F. hepatica cathepsin L1 in PFM18AAP counter-screen; 0.49% of 300,000 active; recombinant F. hepatica cathepsin L1, Z-Leu-Arg-MCA fluorescence; inhibition, % at 5.96 µM; AID 1906;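 active = inhibition above the mean of all tested compounds plus 3 SD, set per screening campaign, cut at about 17% in these data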;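 note: 0% = plate median of test compound wells and 100% = 1 µM Z-Phe-Ala-diazomethylketone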
PP5 primary: PP5 (human) phosphatase inhibition; P53041; purified PP5c, OMFP substrate fluorescence; inhibition, % at 6.7 µM; 0.18% of 320,000 active; AID 1987;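 active = inhibition above the campaign's mean inhibition across all tested compounds plus 3 SD, cut at about 9.5% in these data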;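 note: 0% = DMSO only and 100% = 100 µM cantharidin control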
Target sequence (P53041 whole entry, looked up): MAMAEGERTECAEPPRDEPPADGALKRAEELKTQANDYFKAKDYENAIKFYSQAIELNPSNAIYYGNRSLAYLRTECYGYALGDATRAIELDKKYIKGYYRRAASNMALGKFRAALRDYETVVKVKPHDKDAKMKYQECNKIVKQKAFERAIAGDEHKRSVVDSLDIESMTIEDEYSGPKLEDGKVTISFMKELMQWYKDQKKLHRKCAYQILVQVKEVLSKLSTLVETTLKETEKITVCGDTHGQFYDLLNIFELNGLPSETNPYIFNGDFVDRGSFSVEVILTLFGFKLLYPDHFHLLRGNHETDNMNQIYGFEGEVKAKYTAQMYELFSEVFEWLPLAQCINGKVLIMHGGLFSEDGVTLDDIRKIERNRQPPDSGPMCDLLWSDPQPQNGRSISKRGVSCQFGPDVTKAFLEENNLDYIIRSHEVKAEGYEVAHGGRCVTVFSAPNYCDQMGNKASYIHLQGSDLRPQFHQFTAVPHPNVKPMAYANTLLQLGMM
PP1 inh: PP1-alpha (human) inhibition in PP5 counter-screen; purified PP1alpha, OMFP fluorescence; inhibition, % at 6.7 µM; 0.9% of 320,000 active; AID 2235;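 active = inhibition above the mean inhibition of all tested compounds plus 3 SD, computed separately for each screening campaign, cut at about 15% in these data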
Target sequence (P62136 whole entry, looked up): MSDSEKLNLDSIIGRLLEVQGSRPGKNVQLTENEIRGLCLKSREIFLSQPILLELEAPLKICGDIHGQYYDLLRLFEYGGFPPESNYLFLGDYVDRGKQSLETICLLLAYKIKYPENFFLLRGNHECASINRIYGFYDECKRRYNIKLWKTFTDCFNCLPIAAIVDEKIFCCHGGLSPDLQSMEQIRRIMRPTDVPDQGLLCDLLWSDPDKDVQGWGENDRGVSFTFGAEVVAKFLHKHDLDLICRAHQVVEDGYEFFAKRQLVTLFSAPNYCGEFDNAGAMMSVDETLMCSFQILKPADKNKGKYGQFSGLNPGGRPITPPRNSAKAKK
Efflux pump mplx: inhibitors of Candida antifungal efflux pumps expressed in yeast. S. cerevisiae Candida pump triplex, Nile Red efflux. inhibition, % at 10 µM. 0.44% of 330,000 active. AID 485275;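 active = plate passing quality check with inhibition over a set limit, or well fluorescence over plate mean plus 4 SD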;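 note: Nile Red retained in pooled yeast measured as flow cytometry median fluorescence; 0% = buffer negative control and 100% = Enniatin B positive control; higher means more Nile Red kept so more efflux inhibition; some compounds called inactive have numbers as strong as hits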
TPT1 inhibitor: inhibitors of Candida albicans tRNA 2'-phosphotransferase TPT1; recombinant caTPT1, FP RNA substrate dephosphorylation; inhibition, % at 5 µM; 0.81% of 300,000 active; AID 1962;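 active = inhibition above the mean of all tested compounds plus 3 SD, set per screening campaign, cut at about 24% in these data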;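 note: plate controls were DMSO alone for no effect and ferristatin control at 100 nM for full effect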
core dimer inh: blocks dimerization of HCV core protein; 0.33% of 300,000 active; inhibition, % at 5 µM; TR-FRET GST/Flag-core106 dimerization, 1536-well;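 active = inhibition above the mean of all tested compounds plus 3 SD, set per screening campaign, cut at about 45% in these data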
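System: GST-tagged and Flag-tagged HCV core protein residues 1-106 / Input: core106 proteins, GST 13.5 nM and Flag 17 nM / Buffer or medium: KF-containing HEPES buffer, pH 7.45, DTT, CHAPS, BSA / Probe or stimulus: Eu-anti-GST and XL665-anti-Flag labelled anti-tag antibodies / Schedule: 4 h, 22.5 °C incubation / Technique: TR-FRET 671 and 617 nm emission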
PREPL inhibitor: inhibitors of human prolyl oligopeptidase-like enzyme PREPL; Q4J6C6; recombinant PREPL, fluorescence polarization activity-based probe; inhibition, % at 5.96 µM; 0.68% of 320,000 active; AID 2751; in the data active = inhibition above about 43%;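 note: 0% = enzyme with DMSO and 100% = wells lacking enzyme; many of its hits are not listed in these tables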
Starred values were filed as active, the others as inactive; nt = no result given; & = joins results of further samples. Some of the compounds tested; the hit share may differ from the screen's.

SMILES	EBNA-1 inh	ZTA DNA inh	Fh CTSL1 inh	PP5 primary	PP1 inh	Efflux pump mplx	TPT1 inhibitor	core dimer inh	PREPL inhibitor
CC(OC(=O)c1ccc(Cl)nc1)C(=O)Nc1ccc2c(c1)OCO2 (centres undefined)	nt	7	nt	-0.6	1	0.0	nt	nt	12
COC(=O)C(NS(=O)(=O)c1ccc(C)cc1)c1ccccc1 (centres undefined)	-5	-6	-2	3.4	-2	0.0	3	-7	8
CC(=O)N1CCC2(CC1)C(C#N)=C(N)OC1=C2C(=O)CC(C)(C)C1	1	-1	0	-3.5	2	0.0	2	2	-6
Cc1cc(C)cc(Nc2ncc3c(n2)CCCC3=O)c1	1	13	4	-2.1	-5	0.1	3	0	4
Cc1ccc(S(=O)(=O)N(C)CC(=O)N2CCN(C(=O)c3ccco3)CC2)cc1	-5	-12	0	0.8	3	-0.1	1	-2	-8
COc1cccc(-c2cccc(NC(=O)C3CCN(CC4CCOC4)CC3)c2)c1 (centres undefined)	-2	0	1	0.3	-2	-0.1	-5	-1	13
CC1CN(Cc2nc3c(c(=O)n(C)c(=O)n3C)n2CCc2ccccc2)CC(C)O1 (centres undefined)	-8	-9	-2	-0.3	-4	0.0	-1	-9	7
CSc1nc(N(C)NC(=O)c2ccc(F)cc2)c2ccccc2n1	8	-11	1	3.9	-5	0.0	0	-2	11
Cn1ncc([N+](=O)[O-])c1C(=O)Nc1ccc(-c2nc3ccccc3[nH]2)cc1	4	10	0	4.0	4	0.0	0	-4	-12
N#Cc1cc(-c2ccccc2)nc(NN)n1	-9	-3	9	0.2	0	0.0	0	3	2
Cc1nc2ncnn2c(Nc2ccc3c(c2)OCCO3)c1C	-10	-12	0	0.3	-1	-0.1	0	-4	4
Cc1ccc(NC(=O)CC(=O)c2ccccc2)cc1C	-2	-7	-1	-0.8	-5	-0.1	-4	1	-6
CCOC(=O)[C@H]1[C@H]2COc3cc(OC)ccc3[C@@H]2N2C(=O)CN(Cc3ccc(C)cc3)C(=O)[C@@]12C	nt	3	nt	-1.1	0	0.0	nt	nt	15
O=C(CCC(=O)N1CCN(S(=O)(=O)c2ccccc2)CC1)c1cccs1	2	1	-6	1.0	-2	0.0	2	7	6
COc1ccc(-c2noc(N3CCC(C(=O)N4CCN(c5ccccn5)CC4)CC3)n2)cc1	14	11	3	1.4	1	0.2	1	-2	8
C=CCN(CC=C)C(=O)C1CC(=O)N(c2ccc(Br)cc2)C1 (centres undefined)	-1	2	-1	1.2	2	-0.1	-4	2	4
CC(C(O)c1ccc(O)cc1)N1CCC(Cc2ccccc2)CC1 (centres undefined)	-6&5	3&7	-2&-2	7.5&-1.8	0&0	0.4&0.0&0.0	2&-1	6&0	-2&-14&-10
COc1ccc(C(=O)N2CCCCCC2)cc1S(=O)(=O)N1CCOCC1	16	4	-3	-1.7	-3	-0.4	0	-5	5
C=CCN1C(=O)C(Cc2ccc(OCC)cc2)SC1=Nc1ccc(C(=O)O)cc1 (centres undefined)	2	6	4	3.2	-2	0.2	2	0	-7
CCCCSc1nc(C)nc2c1c(=O)n(C)c(=O)n2C	4	5	-1	-0.1	-1	-0.1	3	-1	-9
COc1cc(CO)ccc1OCC(=O)Nc1cccc2ccccc12	-2	8	-2	0.7	-1	0.1	-2	4	-2
COc1nnc(-c2ccc(C)c(S(N)(=O)=O)c2)c2ccccc12	-2	-17	-2	-2.0	-2	0.0	-2	6	-6
O=C(CSc1ncccn1)NN=C1CCCCCC1	-7	10	-2	-0.1	-1	0.1	-3	7	12
CCOc1ccc(-c2cnc3n2CCC3)cc1	0	-1	2	-0.2	1	0.1	-2	-4	1
CCN1CCN(C(=O)N(Cc2ccc(Cl)cc2)S(=O)(=O)c2ccc(C)cc2)CC1	1	-2	-1	-0.9	2	0.0	-1	-2	6

The last 4 records of the section above come first, to join the parts.
SMILES	EBNA-1 inh	ZTA DNA inh	Fh CTSL1 inh	PP5 primary	PP1 inh	Efflux pump mplx	TPT1 inhibitor	core dimer inh	PREPL inhibitor
COc1nnc(-c2ccc(C)c(S(N)(=O)=O)c2)c2ccccc12	-2	-17	-2	-2.0	-2	0.0	-2	6	-6
O=C(CSc1ncccn1)NN=C1CCCCCC1	-7	10	-2	-0.1	-1	0.1	-3	7	12
CCOc1ccc(-c2cnc3n2CCC3)cc1	0	-1	2	-0.2	1	0.1	-2	-4	1
CCN1CCN(C(=O)N(Cc2ccc(Cl)cc2)S(=O)(=O)c2ccc(C)cc2)CC1	1	-2	-1	-0.9	2	0.0	-1	-2	6
Nc1cc2c(cc1[N+](=O)[O-])OCCOCCOCCO2	-3	-16	-4	1.7	-1	-0.2	-4	-4	-2
O=C(NCCc1ccccc1)C(=O)NCC1CCCN1S(=O)(=O)c1ccccc1 (centres undefined)	0	4	2	0.1	-4	-0.2	-2	2	4
O=C(CCN1CCc2ccccc2C1)Nc1ccc2c(c1)OCO2	-12	-6	-2	1.1	-4	0.3	-1	0	22
Cc1ccc2c(c1)C1CN(C)CCC1N2C(=O)c1ccccc1NS(=O)(=O)c1cccc(C(F)(F)F)c1 (centres undefined)	16	4	1	0.3	3	0.0	0	3	14
CCOc1ccc(NC(=O)c2cccc(NC(=O)c3ccccc3)c2)cc1	46*	0	12	-6.8	-5	0.1	-5	-7	7
Cc1nc2nc(CSc3nnc(C)s3)cc(=O)n2[nH]1	2	6	1	0.7	3	-0.1	4	-2	3
CN1C/C(=C/c2ccsc2)C(=O)/C(=C/c2ccsc2)C1	1	-17	-1	0.9	0	0.1	6	10	4
O=C(CCCCCNc1nc(=S)[nH]c2ccccc12)NCCc1ccc(Cl)cc1	66*	3	-4	-1.6	3	-0.1	2	9	-7
CCOc1ccccc1CNC(=O)C1Cc2cc(S(=O)(=O)N3CCCCC3)ccc2N1C(C)=O (centres undefined)	-3	2	-3	0.5	0	-0.1	-1	2	1
O=C(NC12CC3CC(CC(C3)C1)C2)c1cc(F)c(F)cc1Cl	8	2	5	-1.4	0	0.0	0	14	-3
COc1ccccc1CNc1ccc2nnc(CCNC(=O)c3ccc(C)cc3)n2n1	-8	3	-7	-3.3	-2	0.0	1	2	2
COc1ccccc1N1CCN(C(=O)C2CCCN(c3ncnc4c3nc3n4CCCCC3)C2)CC1 (centres undefined)	0	-11	7	-0.8	-4	0.2	-3	-2	6
Cc1ccc(-c2nc3sc4c(N)ncnc4c3c3c2CCCC3)cc1	1	-2	0	0.4	2	0.0	-2	13	-5
CCCCn1c(N)c(N(CCOC)C(=O)c2ccc(-c3ccccc3)cc2)c(=O)[nH]c1=O	2	12	-3	-3.9	-7	-0.1	-1	-1	10
CS(=O)(=O)N(CCc1ccccc1)CC(=O)N1CCN(Cc2ccccc2)CC1	3	3	1	0.0	-4	0.0	2	-5	-13
Cc1ccsc1C(=O)N1CCCC(CCC(=O)N2CCN(c3ccccn3)CC2)C1 (centres undefined)	9	7	1	-0.6	-2	-0.1	-1	1	8
N#CC1(c2ccc(NC(=O)c3ccccc3F)cc2)CCCC1	7	3	4	-0.5	-2	0.0	0	-1	2
O=C(O)c1cc(N/N=C/C(Cl)=C/c2ccccc2)ccc1Cl	-8	13	0	-1.6	-1	0.0	1	7	14
O=C1CC(NNC(=O)c2ccc(Br)cc2)C(=O)N1 (centres undefined)	-7	8	-2	0.2	-2	0.0	-1	1	-9
COc1ccccc1NC(=O)Oc1cccc(OC(=O)c2ccccc2)c1	-18	7	-8	2.4	0	0.1	-2	-8	2
O=C(NCC1(N2CCCCC2)CCCCC1)c1ccc(NS(=O)(=O)c2ccccc2)cc1	2	-2	-1	-1.5	-10	0.0	-2	-1	-2
COc1cccc(-c2nc(-c3ccc4c(c3)-c3ccccc3S4(=O)=O)c(-c3ccccc3)[nH]2)c1OC	25	4	4	1.1	1	0.1	-1	39	-2
CCc1ccccc1NC(=O)CN(C)Cc1c(O)ccc2ccccc12	-10	2	0	1.9	0	0.1	-2	-9	11
CC(C)(C)OC(=O)Nc1ccc([C@@H](NC(=O)OC(C)(C)C)C(=O)OC(C)(C)C)cc1	nt	0	nt	3.8	-5	-0.1	nt	nt	2
O=C(COc1ccc(S(=O)(=O)NC2CCCCC2)cc1Cl)N1CCN(c2ccccc2)CC1	-9	6	-1	5.0	2	-0.1	0	9	23

(next part)
SMILES	EBNA-1 inh	ZTA DNA inh	Fh CTSL1 inh	PP5 primary	PP1 inh	Efflux pump mplx	TPT1 inhibitor	core dimer inh	PREPL inhibitor
CCOc1ccc(-c2nnn(CC(=O)NCc3ccc(F)cc3)n2)cc1OCC	9	11	1	-0.2	14	-0.1	1	12	10
COc1ccc([N+](=O)[O-])cc1NC(=O)CSc1ncccn1	4	-6	0	-2.0	-2	-0.3	-1	1	-12
O=C(CCN1C(=O)/C(=C/C=C/c2ccccc2)SC1=S)Nc1ccccn1	-2	-9	0	-0.8	1	0.2	20	32	1
COc1ccccc1CN(C(=O)c1ccco1)C(C(=O)NC1CCCC1)c1ccncc1 (centres undefined)	-12	-6	3	-3.3	5	0.2	-2	4	-11
Cc1cc(C)c(C)c(Oc2ncnc(N)c2[N+](=O)[O-])c1	-5	-5	-1	3.0	2	0.3	0	-5	-8
COc1ccc(C(O)Cn2cc([N+](=O)[O-])nc2C)cc1 (centres undefined)	-3	-4	-3	-0.3	-4	-0.2	-1	-1	-3
OC(c1ccc(Cl)cc1)c1nnc(-c2ccccc2)o1 (centres undefined)	-3	8	2	2.4	0	0.1	0	2	-2
Cc1nccc(-c2cccc(N/N=C(\C#N)C(=O)c3ccccc3)c2)n1	5	-4	8	4.5	5	0.2	-1	-12	9
CCOC(=O)CCNCc1ccc(F)cc1	-3	-6	-3	2.8	-4	0.1	0	-2	6
COc1cc(OC)c(NC(=O)CN(C)S(=O)(=O)c2ccc3[nH]c(=O)oc3c2)cc1Cl	-7	-4	4	0.4	0	-0.2	-1	-1	7
COc1ccccc1N1CCN(Cc2ccsc2)CC1	-1	-8	-3	-1.7	-3	0.1	-1	7	7
COc1ccc(C2CC3(CC(C)(C)NC(SC)=N3)Oc3cc(O)cc(C)c32)cc1 (centres undefined)	-10	11	3	1.1	3	0.2	-1	-2	4
COc1ccc(Cc2nc3ccc(C(=O)N(C)CC4COCCO4)cc3o2)cc1 (centres undefined)	-10	-18	-1	2.9	-1	-0.1	-1	0	12
O=C(COc1ccccc1)NCC(=O)NC1=NCCS1	-8	5	-7	3.8	-1	0.3	-2	-5	8
Cc1cc(Cl)cc(Cl)c1OCCOCCN(C)C	-12	-6	-1	-0.5	-2	-0.2	1	-1	-28
CC(=O)c1ccc(NC(=O)C2C3C=CC(O3)C2C(=O)O)cc1 (centres undefined)	-13	-3	-1	24*	4	0.0	-4	0	15
CCN(CC)S(=O)(=O)c1ccc2c(c1)c(=O)c(C(=O)N1CCc3ccccc3C1)cn2C	7	3	0	-0.1	-2	-0.1	-2	-2	3
CCc1cc2c(=O)c(-c3ccc4c(c3)OCCO4)c(C)oc2cc1OS(C)(=O)=O	-10	-1	3	1.6	2	0.8	1	4	6
CC(=O)Nc1cccc(-c2cn3ccccc3n2)c1	-4	2	-3	3.8	3	0.0	4	3	-9
O=C(N/N=C/c1cccc(O)c1)c1cc(-c2ccccc2)nc2ccccc12	-6	18	2	3.3	5	0.0	2	4	-5
Nc1cc(N)nc(SCC(=O)Nc2ccccc2N2CCOCC2)n1	-9	-16	0	0.3	-3	0.1	3	-7	3
CCCNC(=O)COC(=O)c1ccc(Cl)c(S(=O)(=O)N2CCCC2)c1	-1	2	-28	-0.1	-1	-0.1	-1	-8	2
